TGFb inhibitor = qHTS for Inhibitors of TGF-b; AID 588855, 2011; Potency, µM (highest dose often 46.1 µM), for inactives: at the top dose activity, negative = inhibition, usual class: inhibitors; 410,000 compounds, 1.2% hits; HepG2 CAGA-GFP TGF-b/SMAD3 reporter, GFP fluorescence, 18 h; TGF-beta stimulated, 500 pg/mL final; note: potency is the fitted concentration of half-maximal effect; % is set by controls: 0 for no effect and ±100 for the full control effect; nearly all actives have a fitted effect of over 65% in size
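Smad-responsive CAGA-GFP expression was quantified in HEPG2 cells exposed to compounds and 500 pg/mL final TGF-beta for 18 h at 37 degrees C; unstimulated wells defined full inhibition.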
CCT modulator = High-Throughput Screening for Modulators of Cytosolic Chaperonin Activity | purified chaperonin ATPase assay, HTRF ADP detection, 30 min | activity change, % (test concentration not listed), hits read low | 360,000 compounds, 0.3% hits; in the data active = activity change below about -30%; note: % is set by controls: 0 for no effect and ±100 for the full control effect
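We incubate TRiC, 40 or 20 nM final, with library compounds at 76 uM and 10 uM ATP for 30 min at 37 °C. ADP formed is detected with Transcreener HTRF reagents after 30 min at room temperature.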
HepG2 tox = qHTS for Inhibitors of TGF-b: Cytotox Counterscreen. HepG2 CAGA-GFP viability, ATP luminescence, 18 h. Potency, µM (top dose mostly 46.1 µM), for the others: at the top dose activity change, negative = cytotoxicity, actives largely listed as cytotoxic. 410,000 compounds, 0.76% hits; note: potency is the fitted concentration of half-maximal effect; some results filed as inactive show a strong effect at the top dose
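CellTiter-Glo luminescence gave cytotoxicity after 18 hours at 37 degrees C. The cells were HepG2 CAGA-GFP in 1% FBS DMEM, stimulated with 500 pg/mL TGF-beta after compound addition. %Activity was normalised to no-cell wells (complete cell-killing) and DMSO (no toxicity), and curves were fitted and classified.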
A549 tox = Nrf2 qHTS screen for inhibitors: counterscreen for cytotoxicity; A549 ARE-Fluc cells, CellTiter-Fluor viability, 18-24 h; Potency, µM (series often up to 46 µM), for the others: at the highest dose activity change, negative = cytotoxicity, actives largely listed as inhibitors; 390,000 compounds, 0.16% hits; AID 504648, 2011; note: potency is the fitted concentration of half-maximal effect; % is set by controls: 0 for no effect and ±100 for the full control effect
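Cytotoxicity counterscreen: CellTiter-Fluor fluorescence was measured in A549 ARE_Fluc cells after 18-24 h of compound exposure in a concentration series. The subsequent BugLite luminescent read reports ARE-luciferase activity.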
MmCpn inh = Inhibitors of TCP-1 ring complex (TRiC) of Methanococcus maripaludis (MmCpn): qHTS. Chaperonin Mm-Cpn (Methanococcus maripaludis). purified Mm-Cpn ATPase, ADP Transcreener TR-FRET. Potency, µM (titrated, usually from 76.9 µM), without a hit: at the highest dose activity, negative = inhibition, hits mostly inhibitors. 330,000 compounds, 0.031% hits; note: potency is the fitted concentration of half-maximal effect; % is set by controls: 0 for no effect and ±100 for the full control effect; nearly all actives have a fitted effect of over 80% in size
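25 nM Mm-CPN + cpd, 10 min 37°C; + 10 uM ATP, 30 min 37°C; buffer 30 mM Tris pH 7.4, 100 mM KCl, 5 mM MgCl2, 1 mM DTT; Transcreener ADP HTRF detection 30 min RT.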
Nrf2 activator = qHTS of Nrf2 Activators | AREc32 ARE-luciferase reporter (MCF7-derived line), luminescence, 24 h | Potency, µM (series often up to 46.1 µM), for the others: at the top dose activation, actives largely listed as activators | 410,000 compounds, 0.31% hits | AID 624171, 2012; note: potency is the fitted concentration of half-maximal effect; % of control where 0% means no effect; nearly all actives have a fitted effect of over 65% in size
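Steps: seed AREc32_Fluc cells (1000/well, 5% FBS OPTI-MEM); incubate overnight at 37 deg C; add 23 nL compound; incubate 24 hr; add Steady-Glo; hold 30 min RT; read luminescence.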
Abeta rescue = qHTS for compounds that reverse cellular toxicity of Amyloid beta (A-beta) peptide in yeast: Primary Screen; yeast expressing A-beta42, growth rescue, OD600, 48 h; response scale: 0% DMSO, 100% iron-clioquinol control; Potency, µM (highest dose often 46.1 µM), for the others: top-dose growth rescue, actives largely listed as activators; 410,000 compounds, 0.063% hits; AID 1347071, 2019; note: potency is the fitted concentration of half-maximal effect; nearly all actives have a fitted effect of over 55% in size
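Growth rescue measured by 600 nm absorbance after 48 h yeast culture at 30 C with compound. Values normalized between DMSO and an equimolar ferric chloride plus clioquinol control.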
Nrf2 inh = Nrf2 qHTS screen for inhibitors; A549 ARE-Fluc reporter, luciferase luminescence, 18-24 h; Potency, µM (titrated, usually from 46 µM), without a hit: at the top dose activity change, negative = inhibition, hits mostly inhibitors; 360,000 compounds, 2.1% hits; note: potency is the fitted concentration of half-maximal effect; % is set by controls: 0 for no effect and ±100 for the full control effect; nearly all actives have a fitted effect of over 60% in size
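A549 ARE_Fluc cells (5000/well, 5% FBS OPTI-MEM) pre-incubated 2 h, then treated with compounds 18-24 h at 37C/5% CO2 in concentration-response. CellTiter-Fluor viability read first; BugLite luciferase luminescence after 15 min at room temperature gives Nrf2 activity.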
pAkt inh = HTS Assay for Inhibitors of Akt Phophorylation: Primary Screen; Neuro2A IGF-stimulated pAkt S473 HTRF, 20 min; stronger effect = lower value; activity change, % for hits at 50 µM; 360,000 compounds, 0.32% hits; AID 651550, 2012; in the data active = activity change below about -80%; inconclusive = mostly about -51% to -80%; note: % is set by controls: 0 for no effect and ±100 for the full control effect
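Single-point screen (50 µM final compound) in Neuro2A cells stimulated 20 min with 6 nM IGF at 37 deg C. After lysis, Ser473-phosphorylated Akt read by HTRF (ex 330 nm, em 615/665 nm) as the 665/615 ratio.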
Starred values were filed as active, the others as inactive; i = inactive; ? = inconclusive; nt = no result given; & = joins results of further samples; [ ] = remark or other dose. Unless noted, calls come from the whole dose curve; as a rule, active = well fitted curve in the direction sought with a large enough effect; inconclusive = small, poorly fitted or top-dose-only effect, or another doubt; inactive = no such curve, though single readings can be large; an effect the other way counts as inactive or inconclusive. Not a hit list. Share with any hit: about 4.3%.

SMILES	TGFb inhibitor	CCT modulator	HepG2 tox	A549 tox	MmCpn inh	Nrf2 activator	Abeta rescue	Nrf2 inh	pAkt inh
O=C(CCNS(=O)(=O)c1ccccc1)N1CCC(Cc2ccccc2)CC1	-21%	-2.2	-23%	-1%	0%	-0.4%	-4%	-26%	i
CCOC(=O)N1CCN(Cc2nc3c(c(=O)[nH]c(=O)n3C)n2Cc2ccccc2C)CC1	-1%	0.4	-4%	9%	1%	-0.3%	-7%	7%	i
Cc1ccc(-n2ncc3c(N4CCC5(CC4)OCCO5)ncnc32)c(C)c1	-28%	-1.7	-31%	-11%	3%	0.4%	0%	21%	i
CNC(=O)c1nnsc1S(=O)(=O)c1ccc(Cl)cc1	11µM*	0.6	18µM*	-5%	-3%	-3.8%	-82%[inhibitor]	-14%	i
CC1CN(C(C)C(=O)NC(c2ccccc2)c2ccccc2)CC(C)O1 (stereo not given)	17%	0.1	-5%	1%	0%	0.2%	3%	1%	i
Nc1c2c(nc3sc4c(c13)CCCCC4)CCCCC2	-22%	-1.3	-36%	-6%	1%	1.9%	10%	20%	i
COC(=O)c1ccc(COc2ccccc2/C=N/O)o1	-17%	-0.8	-22%	2%	-4%	7.3%	-17%	30%	i
C/C=C/C=N/Nc1nc(-c2ccc([N+](=O)[O-])cc2)cs1	-2%	1.5	2%	1%	?	0.6%	-5%	-27%	i
O=C(NCc1nnc2c(C(F)(F)F)cc(Cl)cn12)c1ccc(Br)o1	4%	0.1	0%	2%	3%	-0.1%	6%	-5%	i
Cc1ccoc1C(=O)N1CCCC(CO)(Cc2ccc(F)cc2)C1 (stereo not given)	0%	-2.8	-8%	0%	0%	-1.5%	17%	0%	i
COc1ccc(/C=N/NC(=O)c2c([N+](=O)[O-])c(C)nn2C)cc1	11%	1.3	8%	-3%	0%	-0.4%	-1%	14%	i
COc1cccc(Nc2nc3ccc(OC)cc3s2)c1	-5%	-1.1	9%	-4%	-1%	6.6%	-73%[inhibitor]	?	i
C=CCNc1nc(C(=O)OCC(=O)Nc2cc(S(C)(=O)=O)ccc2Cl)cs1	-5%	-0.5	-1%	2%	0%	7.0%	-9%	6%	i
Cc1cc(NC(=O)c2cc(C(C)(C)C)oc2C)no1	-46%	-4.4	-34%	7%	-2%	6.9%	3%	6%	i
COc1ccc2c(CC(=O)Nc3nnc(C4CC4)s3)coc2c1	0%	-4.8	-7%	-13%	-3%	-0.5%	-14%	-26%	i
O=C(N/N=C/c1ccco1)c1ccccn1	-14%	1.2	-28%	4%	-1%	29%	-15%	17%	i
O=C(NCc1cccc(Cl)c1)C1CCN(S(=O)(=O)c2ccc(F)cc2)CC1	-3%	-1.5	-11%	-6%	2%	0.5%	8%	14%	i
CCC(=O)NC(=S)Nc1ccccc1C(=O)NC1CCCCC1	2%	0.7	3%	2%	0%	0.3%[9.22 µM]	0%	-9%	i
Cc1cccc(Cn2cc(S(=O)(=O)c3cccc(Cl)c3)c(=O)c3cc(F)c(N4CCOCC4)cc32)c1	0%	nt	6%	-1%	nt	0.4%	2%	-7%	nt
COc1cc(NC(=O)CN(c2ccc(C)cc2)S(=O)(=O)c2c(C)noc2C)cc(OC)c1	?	-2.6	-19%	-10%	2%	-0.4%	-1%	?	i
CCN(CC)S(=O)(=O)c1ccc(NC(=O)c2ccc(NS(C)(=O)=O)cc2)cc1	-1%	-0.4	8%	-15%	-2%	-0.4%	-11%	-9%	nt
CNC(=O)c1ccc2c(c1)nnn2C	13%	0.1	0%	0%	1%	0.4%	-5%	-23%	i
CC(C)Cn1c(=O)c2ccccc2n2c(CCC(=O)Nc3ccc(F)c(F)c3)nnc12	-13%	nt	-2%	0%	nt	-0.6%	-9%	17%	nt
Cc1ccc(C(=O)/C=C2/NC(=O)CS2)cc1	4%	-3.6	-13%	-6%	-1%	-0.3%	1%	12%	i
COc1ccc(-c2cn3c(n2)sc2cc(C(=O)NCCCN4CCCCCC4)ccc23)cc1	?	nt	-67%	-1%	nt	11%	-13%	nt	nt
CCCS(=O)(=O)n1nc(-c2ccc(OC)cc2)cc1N	-5%	-3.8	-5%	-6%	0%	0.7%	-5%	22%	i
COc1ccc(C(=O)NC2CC3CCCC(C2)N3Cc2ccccc2)c(OC)c1 (stereo not given)	-20%	-2.6	-22%	-19%	-1%	2.6%	-2%	9%	i
Cc1ccc2[nH]c(CN3CCN(C)C(CCO)C3)c(C)c2c1 (stereo not given)	6%	0.3	-3%	2%	0%	-0.2%	9%	17%	i
Cc1ccc(S(=O)(=O)N2CC3(O)CN(C(=O)OC(C)C)N(C(=O)OC(C)C)CC3(OC(=O)NCc3ccco3)C2)cc1 (stereo not given)	-9%	11	-4%	nt	nt	-0.7%	5%	nt	i
O=C(Nc1ccc(O)c2c(=O)cc(-c3ccccc3Cl)oc12)c1cccc(Cl)c1	-5%&-1%	0.0	3%&-10%	-9%&3%	1%	0.1%	0%	-13%&-28%	i
CN(C)c1ccc(NC2=C([N+](=O)[O-])CS(=O)(=O)C2)cc1	?	0.9	-34%	-10%	-3%	?	-9%	4%	i
O=C(Cc1cccc2ccccc12)N/N=C/c1ccc(O)c([N+](=O)[O-])c1	7%	-1.3	0%	-6%	-2%	-0.5%	3%	?	i
COC(=O)c1sc(S(=O)(=O)N2CCCCC2C)c(C(=O)OC)c1C (stereo not given)	-3%	-0.9	-13%	2%	-11%	-0.3%	2%	-28%	i
CN(C(=O)Cn1nnc(-c2ccc(F)cc2)n1)C1CCS(=O)(=O)C1 (stereo not given)	20%	-18	2%	-1%	2%	0.4%	-9%	-9%	i
COc1ccc(N(CC(=O)O)S(=O)(=O)c2ccc(OC)c(OC)c2)cc1	-9%	-0.6	-16%	-2%	-2%	-0.3%	12%	2%	i
O=c1[nH]cnc2ccccc12	-1%	-1.8	0%	11%	1%	0.3%	-13%	1%	i
CC(C)(C)n1nnnc1C(c1cc2ccccc2o1)N1CCCCC1 (stereo not given)	nt	0.5	nt	nt	nt	0.7%	6%	nt	i
CC1(C)Cc2cccc(OCC(=O)N3CCN(c4cccc(Cl)c4)CC3)c2O1	18%	-0.7	-7%	-11%	0%	-0.1%	15%	-19%	i
c1ccc(CN2CCN(c3ncnc4c3cnn4-c3ccccc3)CC2)cc1	26%	nt	11%	9%	nt	0.1%	-16%	nt	nt
Cc1ccc(C)c(Cn2c(=O)n(C)c(=O)c3sccc32)c1	-8%	0.3	6%	-4%	?	0.4%	10%	5%	i
CCOCC(=O)N1CCN(c2ccccc2OC)CC1	2%	-1.1	4%	-1%	0%	-0.1%	2%	-1%	i
C=C[C@@H]1c2ccccc2N(S(=O)(=O)c2ccc(C)cc2)[C@H](c2ccccc2C(F)(F)F)C1(C#N)C#N	?	0.5	-19%&4%	4%	?	4.5%	4%	1%	i
CCOc1ccc(NC(=O)CN(C)C(=O)c2ccc(N3CCOCC3)c([N+](=O)[O-])c2)cc1OCC	1%	-4.1	2%	1%	1%	-0.4%	14%	-3%	i
CCOc1ccc(/C=N/NC(=O)CNC(=O)c2ccc(S(=O)(=O)N3CCOCC3)cc2)cc1	1%	0.7	5%	-4%	-6%	0.0%	0%	18%	i
CCC(=O)Nc1ccc2nc3c(=O)n(C)c(=O)n(C)c3nc2c1	-3%	nt	1%	-3%	nt	-0.6%	-3%	11%	nt
CCN1C(=O)/C(=C\N2CCCCCC2)SC1=S	-7%	0.2	-33%	?	3%	8.4%	-26%	9%	i
C=CCNC(=S)/N=c1\sccn1C	0%	-4.0	-4%	1%	-3%	-0.5%	-7%	0%	i
Oc1csc(Cc2nc(-c3ccc4ccccc4c3)cs2)n1	-14%	0.3	-19%	-7%	-1%	22%	-9%	29%	i
CC(C)(C)NC(=O)c1cc(F)c(F)cc1Cl	3%	1.3	-5%	-8%	-1%	-0.5%	-6%	-3%	i
COCCNCc1nc2sc(C)c(-c3ccccc3)c2c(=O)[nH]1	-5%	-5.2	-1%	17%	0%	1.9%	5%	-5%	i
COc1ccc(/C(C)=N/NS(=O)(=O)c2cc(C)ccc2C)c(OC)c1	1%	-2.0	0%	7%	0%	0.4%	-6%	?	i
O=C(/C=C/c1ccccc1)Nc1cc(S(=O)(=O)N2CCOCC2)ccc1N1CCCC1	-10%	-1.8	-94%	8%	-2%	1.6%	-5%	10%	i
CCCN1CCOC(CC(=O)Nc2ccc([N+](=O)[O-])cc2)C1=O (stereo not given)	7%	-3.5	-3%	-4%	-3%	2.4%	-89%[inhibitor]	12%	i
CCc1nc2c(OCC(=O)C(C)(C)C)cccn2c1N(C)C(=O)Nc1ccccc1OC	1%	-0.8	-10%	nt	nt	-1.1%	-5%	nt	i

Ordered by count of non-hydrogen atoms (ascending): some entries from above
SMILES	TGFb inhibitor	CCT modulator	HepG2 tox	A549 tox	MmCpn inh	Nrf2 activator	Abeta rescue	Nrf2 inh	pAkt inh
C=CCNC(=S)/N=c1\sccn1C	0%	-4.0	-4%	1%	-3%	-0.5%	-7%	0%	i
CC(C)(C)NC(=O)c1cc(F)c(F)cc1Cl	3%	1.3	-5%	-8%	-1%	-0.5%	-6%	-3%	i
CCc1nc2c(OCC(=O)C(C)(C)C)cccn2c1N(C)C(=O)Nc1ccccc1OC	1%	-0.8	-10%	nt	nt	-1.1%	-5%	nt	i
